Hsp70 inhibitors = Hsp70 inhibitors, probe displacement, primary screen, biochemical, fluorescence polarization (AID 583) | one-dose displacement, % at 20 µM; IC50 in µM for titrated hits | Hsp70 fluorescence polarization probe displacement, mP; higher % means a stronger effect | hit rate 0.06% among 140,000; in the data active = displacement above about 50%;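 note: plate controls were vehicle for no effect and reference ligand for full effect; a part of the inactive calls stands beside numbers as strong as those of hits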
MKP-3 inhibition = inhibition of rat DUSP6 enzyme activity – biochemical, in vitro, primary screen (AID 425); recombinant MKP-3 phosphatase activity, fluorescence; higher % means a stronger effect; hit rate 0.17% among 110,000; inhibition, % at 20 µM; hits with a dose series show IC50 in µM; in the data active = inhibition above about 50%;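 note: plate controls were vehicle for no effect and reference inhibitor for full effect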
Active calls of the source: *; . = not tested or not shown; & = joins results of further samples. Some of the compounds tested; rates above refer to the full screens.

Preview:
entry	Molecule	Hsp70 inhibitors	MKP-3 inhibition
1	O=[N+]([O-])c1ccc2c(c1)S(=O)(=O)N=C2N1CCCCC1	-9.2%	3.1%
2	COCCNC(=O)CN(c1cccc(C(F)(F)F)c1)S(C)(=O)=O	1.8%	-4.7%
3	CC(C)OP(=O)(c1ccc(N(C)C)cc1)C(O)c1ccccc1 (centres undefined)	1.5%	.
4	O=C(/C=N/O)Nc1cccnc1	-2.8%	1.2%
5	Cc1c(C#N)c2ncnc(N)c2n1-c1ccccc1	-1.1%	-4.8%
6	CN(C)c1ccc(N/C=C/C(=O)c2ccc(F)cc2)cc1	-63.9%	9.7%

Results, from the start:
entry	Molecule	Hsp70 inhibitors	MKP-3 inhibition
1	O=[N+]([O-])c1ccc2c(c1)S(=O)(=O)N=C2N1CCCCC1	-9.2%	3.1%
2	COCCNC(=O)CN(c1cccc(C(F)(F)F)c1)S(C)(=O)=O	1.8%	-4.7%
3	CC(C)OP(=O)(c1ccc(N(C)C)cc1)C(O)c1ccccc1 (centres undefined)	1.5%	.
4	O=C(/C=N/O)Nc1cccnc1	-2.8%	1.2%
5	Cc1c(C#N)c2ncnc(N)c2n1-c1ccccc1	-1.1%	-4.8%
6	CN(C)c1ccc(N/C=C/C(=O)c2ccc(F)cc2)cc1	-63.9%	9.7%
7	CC(NC(=O)CN1CCN(Cc2ccc(Cl)cc2)C1=O)c1ccc2c(c1)OCCO2 (centres undefined)	-5.1%	3.6%
8	Cc1c(C(=O)N2CCN(Cc3ccccc3)CC2)sc2ncnc(N3CCOCC3)c12	1.1%	-1.9%
9	O=C(CCn1c(=O)oc2ccccc21)NCc1ccc2c(c1)OCO2	2.0%	-9.5%
10	Cc1ccc(C2OC3(C(=O)c4ccccc4C3=O)C3C(=O)N(c4ccc(C(C)C)cc4)C(=O)C23)cc1 (centres undefined)	-2.3%	1.9%
11	COc1cc(C(=O)Nc2ncc(Cc3cccc(Cl)c3)s2)cc(OC)c1OC	-4.4%	2.1%
12	Cc1ccc(S(=O)(=O)c2nc(-c3ccco3)oc2SCC(=O)NCC2CCCO2)cc1 (centres undefined)	-1.8%	-4.2%
13	Cc1ccc(OCC(=O)N2CCN(C(=O)c3cccnc3)CC2)cc1	-3.6%	.
14	COc1ccccc1/C=C/C=N/NC(=O)c1cc(-c2ccc(C)cc2)n[nH]1	-2.8%	3.7%
15	Cc1cccc(-c2nc3cc(NC(=O)c4cccc(Cl)c4Cl)ccc3o2)c1	4.5%	5.7%
16	CCOc1ccc(N2C(=O)CC(N3CCOCC3)C2=O)cc1 (centres undefined)	2.7%	-1.7%
17	COc1cc2[nH]c(=O)c(C(=O)NCCCN3CCCCC3)c(O)c2cc1OC	-1.3%	-6.8%
18	COc1cc(OC)c(OC)cc1/C=N/NC(=O)c1cccnc1	3.9%	0.0%
19	Cc1cc(C)cc(N(C(=O)Cn2nnc3ccccc32)C(C(=O)NCc2ccco2)c2ccncc2)c1 (centres undefined)	-1.5%	-6.2%
20	COc1ccccc1C(=O)NCCc1nc2ccccc2n1C	3.0%	-8.7%
21	COc1cc(/C=N/N2C(=O)C3C(C2=O)C2C=CC3C23CC3)ccc1OCc1ccc([N+](=O)[O-])cc1 (centres undefined)	3.3%	-0.4%
22	COc1cccc(NC(=O)c2ccc(-c3ccccc3)cc2)c1	-2.0%	6.4%
23	NS(=O)(=O)c1ccc(CCNC(=O)C2CCCCC2)cc1	-0.2%	.
24	CCOC(=O)c1cnc2cc(-c3ccc(C)cc3)nn2c1-c1ccccc1	-2.7%	.

The final 2 entries of the section before lead into the next:
entry	Molecule	Hsp70 inhibitors	MKP-3 inhibition
23	NS(=O)(=O)c1ccc(CCNC(=O)C2CCCCC2)cc1	-0.2%	.
24	CCOC(=O)c1cnc2cc(-c3ccc(C)cc3)nn2c1-c1ccccc1	-2.7%	.
25	C=CCOc1c(Br)cc(/C=C/C(=O)O)cc1OC	-3.2%	-3.4%
26	CC1CC/C(=C\C=C\N(C)C)C(=O)/C1=C/C=C/N(C)C (centres undefined)	16.4%	-3.3%
27	Cc1cc(NS(=O)(=O)c2ccc(NC(=O)c3cnc4scc(C)n4c3=O)cc2)nc(C)n1	7.4%	6.1%
28	CC1CCCN(C(=O)c2ccc(Cl)cc2)C1 (centres undefined)	-4.0%	-1.3%
29	CN(C)C(=O)c1c(NC(=O)c2ccco2)sc2c1CCCCC2	-1.5%&-2.3%	-1.3%
30	CCOC(=O)c1c(C)sc(Sc2ccc(Br)cc2[N+](=O)[O-])c1OC(C)=O	-2.8%	1.7%
31	CC(C)c1ccc(/C=C2\SC(=Nc3ccc(F)cc3)NC2=O)cc1	-1.7%	5.2%
32	Cc1nc2nc[nH]c2cc1Br	2.5%	-9.6%
33	COc1ccc(/C=C2\SC(=S)N(CCCCCC(=O)Nc3ccccc3C(=O)O)C2=O)cc1	2.6%	-0.3%
34	COc1ccccc1-n1c(SCC(=O)NC(C)(C)C)nnc1-c1ccco1	2.7%	-5.1%
35	O=C(O)CC1C(=O)NCCN1CCCc1ccccc1 (centres undefined)	2.0%	-7.8%
36	CCCCCOC(=O)C1=C(C)NC2=C(C(=O)CC(C)(C)C2)C1c1cccc(Cl)c1 (centres undefined)	2.0%	5.3%
37	CCN(c1cccc(C)c1)S(=O)(=O)c1cccc(C(=O)O)c1	1.5%	.
38	COc1ccc(OC)c(NC(=O)c2cccc(F)c2)c1	-0.7%	5.3%
39	CCCC(C(=O)NC1CCCC1)N(C(=O)Cn1nnc(-c2ccc(C)o2)n1)C1CCCC1 (centres undefined)	-2.1%	-8.2%
40	C=CCNc1nnc(-c2ccncc2)s1	8.0%	.
41	CCCc1cc(=O)[nH]c(SCC(=O)CSc2nc(CCC)cc(=O)[nH]2)n1	0.5%	-6.9%
42	CCOC(=O)CCCN1C(=O)/C(=C\c2cccs2)SC1=S	0.1%	-3.8%
43	CCCCn1c(SCC(=O)Nc2nnc(CC)s2)nc2c1c(=O)n(C)c(=O)n2C	-2.7%	-13.3%
44	Cc1cc(C)c2c(N)c(C(=O)c3ccccc3)oc2n1	-1.7%	-11.7%
45	O=C(NCCCN1CCCC1)c1cccc(N2CCCC2=O)c1	0.5%	-0.9%
46	CC1=C(C(=O)NC2CCC(C)CC2)C2(CCC(C)CC2)OC1=O (centres undefined)	5.2%	-2.4%
47	O=C1CC(c2ccc(Cl)cc2)CC2=C1C(c1cccc([N+](=O)[O-])c1)Nc1ccccc1N2 (centres undefined)	-3.6%	9.2%
48	CCn1c(SCC(=O)OC(C)C)nnc1-c1cccc(Cl)c1	0.2%	-5.9%
49	c1ccc(OCCOCCSc2ncccn2)cc1	-2.8%	-3.1%
50	CCCc1nc2oc3c(NCCN4CCOCC4)ncnc3c2c2c1CCCC2	3.4%	-8.8%
51	O=C(C1CCCN(Cc2ccccc2)C1)N1CCCCC1 (centres undefined)	2.8%	.
52	N#CCCCSc1nnc(CSc2nc3ccccc3s2)n1-c1ccccc1	5.8%	12.2%
53	N#Cc1ccc(C(c2nnnn2C2CCCC2)N2CCC(Cc3ccccc3)CC2)cc1 (centres undefined)	-0.4%	.
54	Cc1nc2nc(C)c(CCC(=O)N3CCc4ccccc43)c(C)n2n1	-2.6%	0.7%
55	O=S(=O)(Nc1ccc(Nc2ccccc2)cc1)c1ccccc1	2.0%	-2.2%
56	COc1ccc2[nH]c(=O)c(CN(C(C)=O)c3cccc(C)c3)cc2c1	-2.0%	-6.9%
57	CCOC(=O)c1c(-c2ccc(-c3ccccc3)cc2)csc1NC(=O)c1ccco1	3.3%	-2.8%
58	O=C(c1csc2c1CCCC2)N1CCN(c2cccc(C(F)(F)F)c2)CC1	-0.5%	.
59	O=C(Nc1sc2c(c1C(=O)O)CCCC2)c1ccc(Cl)cc1	-0.5%	4.5%
60	CC1(C)CC(=O)C2=C(C1)N(CC1CCCO1)C(=O)C2(O)C(F)(F)F (centres undefined)	.	-3.4%
61	NNC(=O)c1nc(-c2ccccc2)n2c1CCCCC2	8.0%	.
62	Cc1ccc(N2C(=O)c3ccc(C(=O)Nc4ccc(O)cc4)cc3C2=O)cc1C	-5.5%	3.0%
63	COC(=O)C1=C(C)N(c2ccccc2)C(=O)/C1=C\c1ccc(C(=O)OC)cc1	-19.3%	3.9%
64	CC(Oc1cccc(Cl)c1)C(=O)Nc1ccccc1C(=O)N1CCCCCC1 (centres undefined)	-2.3%	-0.7%
65	NC(=O)CSc1nnc(COc2ccccc2)n1CCc1ccccc1	-2.5%	0.4%
66	O=S(=O)(Nn1cnnc1)c1ccccc1Cl	-2.1%	-13.5%
67	COc1ccc(S(=O)(=O)N2CCC(C(=O)NCc3ccccn3)CC2)cc1C	6.7%	-13.7%
68	CCN(CCCNC(=O)c1cn(CC)c2ccc(S(=O)(=O)N(C)C)cc2c1=O)c1cccc(C)c1	0.2%	-8.2%
69	Nc1nc2nc(C(F)(F)C(F)(F)C(F)(F)C(F)(F)F)cc(=O)n2[nH]1	-1.8%	2.4%
70	Cc1oc2ccc(O)cc2c1C(=O)c1ccc(Cl)cc1	12.0%	.
71	CCCOc1cccc(C(=O)Nc2ccc(C(=O)Nc3ccccc3C(=O)O)cc2)c1	-3.6%	3.8%
72	COc1ccc(-n2nccc2-c2nn(-c3cccc(OC)c3)c(=O)n(C)c2=O)cc1	0.5%	.
73	CCN1C(=O)/C(=C2\C=Cc3ccccc3N2CC)OC1=S	-4.9%	-4.4%
74	Cn1c(SCC(=O)N2CCN(c3ccccc3)CC2)nnc1-c1cc2ccccc2o1	3.3%	-8.4%
75	O=C(O)C1C2C=CC3(CN(CC(O)COc4ccccc4)C(=O)C13)O2 (centres undefined)	-1.4%&3.1%	-4.9%&0.8%
76	CN(C(=O)c1cccnc1)c1nnc(-c2cccnc2)s1	5.1%	2.4%
77	O=[N+]([O-])c1ccc(-n2ncnc2-c2ccc(Br)cc2)c(Cl)c1	2.0%	-1.8%
78	CCn1c(CSc2ncccn2)nnc1SCC(=O)N1CCc2ccccc21	-4.1%	-17.0%
79	O=C1CSC2=NCN(c3ccccc3)CN12	0.6%	.
80	COc1cc(CC(=O)Nc2ncc(C)s2)cc(OC)c1OC	3.5%	-5.8%
81	Fc1ccc(N2CCN(C(c3cccs3)c3nnnn3CCc3ccccc3)CC2)cc1 (centres undefined)	1.3%	-11.4%
82	Cc1c(CCOC(=O)CC23CC4CC(CC(C4)C2)C3)sc[n+]1CC(=O)c1ccc(Br)cc1	4.8%	.
83	Cn1c(=O)n(C)c2cc(C(=O)Nc3ccc4c(c3)OCO4)ccc21	-0.4%	.
84	COCCn1nnnc1C(c1ccccc1)N1CCN(c2ccccc2)CC1 (centres undefined)	-1.8%	.

(listing goes on)
entry	Molecule	Hsp70 inhibitors	MKP-3 inhibition
85	CC(=O)c1cccc(NC(=O)C(Sc2ccccc2)c2ccccc2)c1 (centres undefined)	-4.5%	7.4%
86	CCCCNC(=O)Nc1ccccc1C(=O)NCCC	1.5%	.
87	Nc1ncnc2c1ncn2CCN1CCOCC1	2.6%	2.3%
88	Cc1ccc(NC(=O)CNS(=O)(=O)c2cccs2)cc1F	-2.4%	4.6%
89	CCSc1nnc(-c2cccnc2)n1-c1ccc(C)c(Cl)c1	-3.3%	.
90	C=CCN1C(=O)/C(=N/n2cnnc2)c2ccccc21	-1.0%	-9.1%
91	CC1=C(C(=O)Nc2ccc(Br)cc2)C(c2ccccc2F)NC(=O)N1 (centres undefined)	-1.7%	3.1%
92	Cc1nc2nc(-c3ccc(Cl)cc3)nn2c(C)c1Cl	-6.2%	.
93	CC(=O)C(Sc1ccccc1)C(=O)c1ccccc1 (centres undefined)	-6.4%	2.4%
94	O=C(NCc1ccco1)c1cc(-c2ccccn2)nc2ccccc12	-2.0%	-6.8%
95	COc1ccc(N(C(=O)c2ccco2)S(=O)(=O)c2cccs2)cc1	-5.0%	-3.4%
96	Cc1ccc(-n2c(C)cc(/C=N/NC(=O)c3ccncc3)c2C)cc1C	-0.7%	2.7%
97	CCOC(=O)C1(N(CC)CC)Sc2cc(C)ccc2NC1=O (centres undefined)	2.5%	-2.5%
98	O=C(Nc1cccnc1N1CCOCC1)c1cc2ccccc2oc1=O	2.9%	3.2%
99	CN1C(=O)N(C)C2C1N(C)S(=O)(=O)N2C (centres undefined)	-5.7%	0.0%
100	Cc1cccc(-n2c(SCCc3ccccc3)nc3ccccc3c2=O)c1	-3.8%	-0.5%
101	O=C(NCc1ccccc1)NC1(C(=O)N2CCN3CCCC3C2)CCCCC1 (centres undefined)	20.8%	.
102	CC(=O)Oc1ccc(/C=C2\C=C(c3ccc(C)cc3)OC2=O)c(OC(C)=O)c1	-2.0%	-1.1%
103	CCc1ccc(NC(=O)c2cnc3n(c2=O)CCS3)cc1	3.9%	-10.6%
104	Cn1cccc1Cc1nnc(SCC(=O)Nc2ccc(F)cc2F)n1-c1ccc(F)cc1	4.6%	-9.5%
105	CC(=O)n1nc(C)c2c1C[C@@H]1[C@H]2C1(C)C	-2.8%	-0.8%
106	Cc1ccc(OCc2nc(-c3ccc(Cl)cc3Cl)no2)c(C)c1	7.0%	-0.7%
107	CCn1c(CCCO)nc2ccccc21	-3.0%	3.3%
108	O=C(CCn1cnc2ccccc2c1=O)Nc1cccc(Cl)c1	-0.7%	0.3%
109	O=C(NCc1ccc(F)cc1)C1CCN(S(=O)(=O)N2CCCCC2)CC1	-3.4%	-9.2%
110	CCOC(=O)N1CCC(n2c(SCC(=O)Nc3nccs3)nc3ccsc3c2=O)CC1	-1.7%	-2.9%
111	Cc1ccc(OC(=O)N2CCOCC2)cc1	0.9%	.
112	Cc1ccc(CN2C(=O)CCC2C(=O)NC(C)C)cc1 (centres undefined)	0.3%	5.9%

Assay outcomes deposited in PubChem by Sanford-Burnham Center for Chemical Genomics.
